High-throughput results: PubChem, Sanford-Burnham Center for Chemical Genomics
CHOP UPR activ = activators of apoptotic arm of unfolded protein response (CHOP). CHO-CHOP luciferase reporter, UPR activation, luminescence; percent of tunicamycin response over DMSO baseline. AID 449763. activation, % at 10 µM. 330,000 tested, 0.34% active;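 active = at 10 µM dose, activation of 40% or more, normalized to positive control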;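 note: 100% = tunicamycin at 10 µg/mL and 0% = DMSO alone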
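measured by = luciferase luminescence | assay system = CHO-CHOP cells, stable luciferase reporter of PERK-eIF2a-CHOP signalling | amount = 500 reporter cells seeded per well | timing = 6 h compound exposure at 37 °C after overnight seeding | controls = positive tunicamycin 10 µg/mL, negative DMSO alone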
GRIN3A LBD mod = modulates the human NR3A ligand-binding domain; AID 1259313; NR3A LBD differential scanning fluorimetry, Tm shift; 0% = protein alone, 100% = glycine-bound protein; 340,000 tested, 2.5% active; Tm shift relative to glycine control, % at 25 µM;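 active = melting temperature shift of at least 10% of the positive control shift, at one fixed dose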
tim23-1 inh = inhibits growth of tim23-1 mutant yeast; inhibition, % at 20 µM; 330,000 tested, 1.3% active; S. cerevisiae tim23-1 growth, BacTiter-Glo luminescence, 24 h;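 active = growth inhibition of the mutant yeast at or above 50%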;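 note: temperature-sensitive mutant grown at 25 °C; plate controls were DMSO-treated mutant yeast for no effect and medium wells lacking yeast for full effect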
TIM10 inh = inhibits growth of TIM10 yeast strain; S. cerevisiae TIM10 strain growth, BacTiter-Glo luminescence, 24 h; AID 463195; inhibition, % at 10 µM; 330,000 tested, 1.4% active;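 active = inhibition of 40% or more at the single tested concentration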;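 note: wild-type TIM10 isogenic control strain grown at permissive 25 °C; 0% = DMSO yeast wells and 100% = minimal medium wells without yeast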
UPR XBP1 act = activators of adaptive arm of unfolded protein response (XBP1); activation, % at 20 µM; CHO-XBP1 luciferase reporter, IRE1-XBP1 UPR activation, luminescence; percent of tunicamycin response, DMSO as zero; 330,000 tested, 0.33% active;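 active = versus positive control, 20 µM dose yields 30% or more activation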;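 note: 100% = tunicamycin at 10 µg/mL and 0% = DMSO only wells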
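Material: CHO cell line with stable XBP1 luciferase reporter; schedule: 16-18 h cell attachment at 37 °C, then 6 h compound exposure; signal: glow luminescence from Steady-Glo reagent; medium: serum-containing F12 medium, 10% FBS; benchmarks: tunicamycin 10 µg/mL and vehicle-only wells; read-out: percent activation relative to tunicamycin reference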
NLRP3 yeast inh = NALP3 inhibition in yeast. Yeast reconstituted NLRP3/ASC/caspase-1, beta-gal luminescence, 24 h. 330,000 tested, 0.39% active. inhibition, % at 10 µM;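 active = inhibition of 50% or more; inactive = inhibition below 50%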;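 note: plate controls were induced DMSO wells for no effect and uninduced yeast grown without galactose for full effect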
APJ ag = APJ receptor agonism. activation, % at 20 µM. P35414. 330,000 tested, 0.11% active. CHO-K1 APJ PathHunter beta-arrestin, luminescence; 0% DMSO wells, 100% apelin;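 active = activation more than six SD over the plate average, tested at 20 µM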;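 note: 0% = DMSO alone and 100% = apelin-13 at 10 nM; some results filed as inactive read as strong as hits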
Target sequence (P35414 whole entry, looked up): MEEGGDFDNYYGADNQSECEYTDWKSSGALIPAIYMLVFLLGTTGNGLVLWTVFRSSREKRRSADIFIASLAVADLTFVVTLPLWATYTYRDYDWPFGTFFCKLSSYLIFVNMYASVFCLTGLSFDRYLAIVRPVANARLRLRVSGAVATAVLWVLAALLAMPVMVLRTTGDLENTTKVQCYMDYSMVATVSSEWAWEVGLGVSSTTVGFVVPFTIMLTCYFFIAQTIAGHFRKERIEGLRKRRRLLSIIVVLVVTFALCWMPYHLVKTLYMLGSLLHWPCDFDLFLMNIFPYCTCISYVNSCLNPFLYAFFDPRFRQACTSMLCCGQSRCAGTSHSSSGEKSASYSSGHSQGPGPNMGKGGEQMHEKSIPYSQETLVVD
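Test system: CHO-K1 APJ beta-arrestin complementation cell line. Amount: cell density 1000 per well. Controls: DMSO negative, 10 nM Apelin-13 positive. Signal: luminescent beta-gal fragment complementation, chemiluminescent substrate. Read-out basis: agonist-driven arrestin binding to APJ. Timing: compound stimulation 90 min at 25 °C, detection 60 min.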
tim10-1 inh = growth inhibitors of tim10-1 mutant yeast; inhibition, % at 20 µM; S. cerevisiae tim10-1 ts strain growth, BacTiter-Glo, 24 h; 330,000 tested, 2.2% active;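 active = inhibition of at least 40%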;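 note: mutant grown at 25 °C; 0% = DMSO wells with yeast and 100% = wells holding no yeast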
Mdm2 MdmX PPI = disrupts the human Mdm2-MdmX interaction; O15151+Q00987; SaOS-2 split-luciferase Mdm2/MdmX complementation, luminescence; inhibition, % at 8 µM; 330,000 tested, 3% active; AID 485346;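 active = inhibition of at least 50% at 8 µM in the primary screen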
Active calls of the source: *; . = no result given.

SMILES | CHOP UPR activ | GRIN3A LBD mod | tim23-1 inh | TIM10 inh | UPR XBP1 act | NLRP3 yeast inh | APJ ag | tim10-1 inh | Mdm2 MdmX PPI
CCCNC(=S)NCc1ccc(Cl)cc1 | 2.6 | 0 | 13 | 14 | 0 | 19 | 1 | 13 | 9
CC(C)(C)n1nc2c(c1NC(=O)c1cccs1)CS(=O)C2 (centres undefined) | -0.4 | -1 | -3 | -5 | 0 | 7 | -2 | 15 | 6
CN1C(=O)C(O)(CC(=O)c2cccs2)c2ccccc21 (centres undefined) | -1.8 | 0 | 7 | 5 | -1 | 11 | -1 | -2 | -8
CCCCCC(=O)Nc1cccc(C2=NOC3(C2)C[C@H](C(N)=O)N(C(=O)[C@H]2CCC(=O)N2)C3)c1 (some centres undefined) | -0.1 | 12* | -2 | -2 | -1 | 8 | -4 | -3 | 20
Oc1oc(C=Nc2ccc(F)cc2F)c2ccccc12 | 4.2 | -2 | 8 | 1 | -2 | 11 | -5 | 2 | -4
CC(C)(C)c1ccc(/C=N/OCC(=O)NCc2ccccc2)cc1 | 2.1 | -4 | 23 | 10 | -2 | -8 | -2 | 8 | 29
Nc1n[nH]c2cccc(Cl)c12 | -0.3 | 1 | 8 | 4 | -1 | 4 | 7 | -5 | 22
Cc1ccc(S(=O)(=O)NNC(=O)c2ccoc2C)cc1 | -1.6 | 1 | 1 | 9 | 1 | 5 | -6 | -9 | 14
O=C(O)CCC(=O)NCc1cn(-c2ccccc2)nc1-c1cccc(Br)c1 | -0.5 | 3 | 4 | -5 | -3 | 16 | -2 | -15 | 19
c1ccc(OCCN2CCN(Cc3nc(-c4ccc5c(c4)OCO5)no3)CC2)cc1 | 0.6 | 0 | 3 | -7 | 0 | 24 | 1 | 23 | 16
NCCSC1CC(=O)N(c2ccc(Cl)c(Cl)c2)C1=O (centres undefined) | 2.5 | -1 | 8 | 4 | -4 | 18 | 0 | 6 | 21
COc1ccc2c(c1)C1(Nc3ccccc3-c3nc4ccccc4n31)C(=O)N2C (centres undefined) | -1.5 | -26 | 12 | -13 | -1 | 15 | 3 | 18 | 76*
CSCCC(NS(=O)(=O)c1ccccc1F)C(=O)NC(C)c1ccccc1 (centres undefined) | 1.4 | 0 | -6 | 5 | -3 | -3 | -2 | 13 | -15
COc1ccc(CCNC(=O)c2ccc3c(=O)n4c(nc3c2)CCC4)cc1OC | 0.6 | -1 | 14 | 12 | 0 | 12 | 11 | 2 | 16
CCOc1ccc(OCC)c(NC(=O)C2CCCN(S(=O)(=O)c3cnc[nH]3)C2)c1 (centres undefined) | 0.0 | -5 | -10 | 8 | -1 | 3 | -3 | -22 | 16
Cc1cc(C)nc(Sc2nc(Nc3ccccc3)nc(Sc3nc(C)cc(C)n3)n2)n1 | -0.7 | -1 | 17 | -5 | -1 | 6 | -3 | 23 | 9
CCC(C)NC(=O)c1ccccc1NS(=O)(=O)c1ccc(OC)c(OC)c1 (centres undefined) | -0.5 | 0 | 18 | -2 | -3 | 2 | -4 | 9 | 16
O=C(NCCc1ccccc1)C1CCCN(S(=O)(=O)c2cccs2)C1 (centres undefined) | -2.2 | -1 | -4 | -17 | -3 | 2 | -1 | 1 | 12
CCOC(=O)c1ccc(NS(C)(=O)=O)cc1 | -2.0 | -1 | 4 | -6 | -1 | 17 | -2 | 9 | 14
Cc1cc(N/N=C/c2ccccc2Br)nc2ccccc12 | 8.0 | -30 | 30 | 28 | 5 | 15 | -3 | 20 | -40
COc1cccc(N(CC(=O)N/N=C(\C)c2cccs2)S(C)(=O)=O)c1 | 4.4 | -2 | 6 | 4 | 1 | 4 | 0 | 8 | 4
COc1cc(Cl)c(C)cc1NC(=O)COc1ccccc1[N+](=O)[O-] | 12 | -1 | 9 | 4 | 15 | 10 | 0 | 13 | 0
Cc1ncc([N+](=O)[O-])n1Cc1ccccc1 | 0.2 | 2 | 1 | -6 | -3 | 2 | -6 | -1 | 4
CCN(CC)S(=O)(=O)c1ccc(N2CC(C(=O)N3CCOCC3)CC2=O)cc1 (centres undefined) | 0.9 | 3 | 5 | 5 | -6 | 3 | -3 | -2 | 22
Cc1ccc(Cn2cnc3ccccc32)cc1 | 1.3 | 1 | 14 | -5 | 1 | 23 | -2 | 6 | -6

Quoted at random: 4 entries already listed.
SMILES | CHOP UPR activ | GRIN3A LBD mod | tim23-1 inh | TIM10 inh | UPR XBP1 act | NLRP3 yeast inh | APJ ag | tim10-1 inh | Mdm2 MdmX PPI
Cc1ccc(Cn2cnc3ccccc32)cc1 | 1.3 | 1 | 14 | -5 | 1 | 23 | -2 | 6 | -6
CC(C)(C)n1nc2c(c1NC(=O)c1cccs1)CS(=O)C2 (centres undefined) | -0.4 | -1 | -3 | -5 | 0 | 7 | -2 | 15 | 6
CC(C)(C)c1ccc(/C=N/OCC(=O)NCc2ccccc2)cc1 | 2.1 | -4 | 23 | 10 | -2 | -8 | -2 | 8 | 29
NCCSC1CC(=O)N(c2ccc(Cl)c(Cl)c2)C1=O (centres undefined) | 2.5 | -1 | 8 | 4 | -4 | 18 | 0 | 6 | 21

New compounds follow:
SMILES | CHOP UPR activ | GRIN3A LBD mod | tim23-1 inh | TIM10 inh | UPR XBP1 act | NLRP3 yeast inh | APJ ag | tim10-1 inh | Mdm2 MdmX PPI
COc1ccc(CN2CCN(CC(=O)Nc3ccccc3C(=O)NC3CC3)CC2)cc1F | 0.7 | 0 | -16 | -4 | -4 | 13 | -3 | -17 | -11
Cn1cc([N+](=O)[O-])c(C(=O)N/N=C/c2ccccc2)n1 | 4.4 | 0 | -1 | -2 | -1 | 14 | -4 | -8 | 16
CCOC(=O)Cc1nnc(NC(=O)c2cccc(OCC)c2)s1 | 2.2 | -1 | 14 | 7 | 0 | 20 | 1 | 4 | -10
COc1ccc(S(=O)(=O)Nc2ccc(F)c(F)c2)cc1Cl | -1.6 | -3 | 29 | 23 | -2 | 6 | 3 | 34 | 1
Oc1c(Cl)cc(Cl)cc1C=Nc1ccc2c(c1)OCCO2 | -1.5 | 0 | 77* | 47* | -1 | -2 | 1 | 46* | 36
Cn1c(=O)c2c(nc(SCCN3CCOCC3)n2Cc2ccc(F)cc2)n(C)c1=O | 1.8 | 1 | 14 | -7 | -1 | 20 | -1 | -1 | -52
CCOc1ccc(CCNC(=O)COC(=O)c2ccc(S(=O)(=O)N3CCCC3)cc2)cc1OCC | -2.0 | 1 | 9 | 7 | -4 | 12 | 2 | 12 | 12
CC(=O)NCCOc1ccc(C(=O)O)cc1 | -2.0 | -7 | -11 | -4 | 3 | 7 | -6 | -18 | 16
COc1ccc(C2Nc3ccccc3C(=O)N2NS(=O)(=O)c2ccc(C)cc2)cc1 (centres undefined) | -0.6 | -1 | 29 | 9 | -4 | 2 | 0 | 16 | -8
O=C(NCc1ccccc1OC(F)(F)F)C1CCC(=O)N(Cc2cccc(F)c2)C1 (centres undefined) | 1.3 | -1 | -10 | 6 | -8 | 2 | 2 | -19 | 5
CC(C)c1cc(-c2cc(-c3ccc(Cl)cc3)on2)nc(NC2CCCC2)n1 | -2.2 | 2 | 4 | -4 | -1 | 10 | -4 | -3 | 27
CC1CCC(NC(=O)CNC(=O)Cc2cccc3ccccc23)CC1 (centres undefined) | -0.3 | -1 | 17 | 6 | 3 | 12 | -1 | 17 | 6
CN(C)C(=S)Nc1ccc(Cl)cc1 | 0.2 | 0 | -3 | -15 | 2 | -1 | 2 | -15 | 1
O=C(Oc1ccccc1C(=O)Oc1ccccc1)c1ccco1 | 0.2 | 0 | 40 | 37 | 0 | 10 | -4 | 37 | -29
CCOc1cc(NC(=S)NCCCOC)c(OCC)cc1NC(=O)c1ccco1 | -0.7 | -3 | 5 | 12 | 0 | 7 | -1 | 9 | 1
COC(=O)c1ccc(NC(=O)c2c(C(=O)Nc3ccccc3)sc3nc(C)cc(=O)n23)cc1 | -1.1 | 3 | 13 | 0 | -4 | 19 | -4 | -7 | 3
O=C(CN1CCN(CCC(=O)Nc2ccccc2F)CC1)Nc1ccc(F)cc1 | -0.8 | -3 | 5 | -13 | -2 | 11 | 5 | 8 | -7
O=C(CNC(=O)c1ccccn1)N/N=C/c1ccccc1 | 2.8 | 0 | 7 | -4 | -2 | 11 | -1 | -13 | 7
CC1(C)CC(=O)C2=C(C1)N(c1ccc(F)cc1)C(=O)CC2c1ccccc1 (centres undefined) | -0.1 | 2 | 23 | 8 | 0 | 10 | -4 | 22 | -2
O=c1cc(C(F)(F)F)nc(-c2ccccc2)[nH]1 | 0.0 | 2 | 8 | 3 | 0 | -14 | 5 | 2 | -12
CCCCN(CC)CCCNC(=O)CC1Oc2ccccc2NC1=O (centres undefined) | -0.6 | 2 | -1 | -4 | 0 | 7 | -1 | 15 | -11
N#Cc1c2c(c(NCCCN3CCOCC3)n3c1nc1ccccc13)CCC2 | -0.1 | -2 | 0 | 3 | 2 | -5 | 1 | 13 | 9
CCCCCCCCn1cc(C(C)=O)c(=O)[nH]c1=O | -1.5 | -1 | 21 | 5 | 0 | 0 | -1 | 32 | -8
COc1ccc(NS(=O)(=O)c2cccc(C(=O)NCC3(N(C)C)CCCCC3)c2)cc1 | 0.2 | 1 | -12 | -7 | 0 | 20 | -8 | -24 | 14
Cc1ccc(S(=O)(=O)NCC(=O)N2CCOCC2)cc1 | 0.5 | 1 | 7 | 7 | 1 | 15 | -3 | -21 | -4

The list continues:
SMILES | CHOP UPR activ | GRIN3A LBD mod | tim23-1 inh | TIM10 inh | UPR XBP1 act | NLRP3 yeast inh | APJ ag | tim10-1 inh | Mdm2 MdmX PPI
O=C(N/N=C/c1ccco1)c1cc(C2CC2)nc2ccccc12 | 1.4 | . | 5 | -14 | 0 | 3 | 0 | -5 | 6
Fc1cccc(NC(=S)Nc2cccnc2)c1 | -0.6 | 1 | -10 | -5 | -2 | 8 | -4 | -8 | 13
CC(C)OCCCNC(=O)CNC(=O)c1ccc(Cl)c(Cl)c1 | 0.4 | 2 | 9 | -1 | -2 | 20 | -2 | -2 | 11
COc1ccc(NC(=O)COC(=O)Cc2cccs2)cc1OC | 1.3 | -2 | 20 | 7 | -2 | 13 | 6 | 9 | 19
CC1=CC(C)(C)N(C(=O)Nc2ccccc2)c2ccccc21 | 1.8 | 0 | -6 | 4 | -1 | 2 | -2 | -5 | -38
Cc1cc(NC(=O)CS(=O)(=O)c2cn(Cc3ccc(F)cc3)c3ccccc23)no1 | -0.4 | -1 | -8 | -2 | -4 | 2 | -4 | -6 | 40
Oc1ccc2ccccc2c1CNc1cnc2ccccc2c1 | 2.9 | -7 | 31 | 17 | 2 | -7 | 0 | 27 | 18
Cc1ccc(NC(=O)C(C)c2ccc([N+](=O)[O-])cc2)cc1Cl (centres undefined) | -2.4 | 12* | 51* | 59* | 2 | 12 | -1 | 58* | -6
N/C(=N\OC(=O)c1ccco1)c1ccc(Cl)cc1 | 4.4 | -37 | 49 | 54* | 7 | 8 | 9 | 47* | -16
O=C1CC(c2ccc(S(=O)(=O)NCc3ccncc3)cc2)CN1 (centres undefined) | -0.3 | -1 | -4 | 0 | -2 | 4 | -2 | -17 | 1
COCCCNC(=O)c1c[nH]c2ccc(S(=O)(=O)N(C)c3ccccc3C)cc2c1=O | 0.8 | 8 | 11 | 8 | -3 | 11 | 0 | 11 | 16

Not a hit list. About 8.2% of those tested had a hit in this group.
